Screening results from PubChem BioAssay.
Pol beta inh: DNA polymerase beta (human) inhibition. P06746. Pol beta primer extension/strand displacement, fluorescence kinetic. Potency, µM (top dose mostly 114 µM), for inactives: top-dose activity change, negative = inhibition, usual class: inhibitors. 340,000 tested, 1.3% active. AID 485314; also: potency is read from the fitted curve at half-maximal effect; % is scaled to controls: 0 for no effect and ±100 for the full control effect
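Pol beta (10 nM) was preincubated with compound for 15 min at room temperature. The reaction was then started with 50 nM substrate and read immediately and after a further 10 min at room temperature.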
RXFP1 antagonist: blocks the human relaxin receptor RXFP1; activity change, negative = inhibition, % at 57.5 µM; HEK293-RXFP1, relaxin-stimulated cAMP HTRF, 30 min; hits give low values; 350,000 tested, 0.59% active; Q9HBX9;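 active = activity change of -60% or lower, but not beyond a set lower limit; inconclusive = change between -60% and -40%, or beyond the set limit; inactive = change above -40%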; also: % is scaled to controls: 0 for no effect and ±100 for the full control effect
Pol kappa inh: blocks human DNA polymerase kappa activity; AID 588579; 400,000 tested, 0.53% active; purified Pol kappa, fluorescent DNA synthesis assay, 10 min; Potency, µM (top dose mostly 107 µM), for the others: at the highest dose activity, negative = inhibition, usual class: inhibitors; also: potency is read from the fitted curve at half-maximal effect; % is scaled to controls: 0 for no effect and ±100 for the full control effect
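10 nM Pol kappa preincubated 15 min at room temperature with compounds, then reaction started with substrate at 50 nM final. Fluorescence read kinetically at 0 and 10 min; buffer-only wells served as negative control.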
APEX1 inh: APE1 (human) endonuclease inhibition; recombinant APE1, TAMRA/BHQ-2 abasic DNA cleavage fluorescence; Potency, µM (titrated, usually from 65.8 µM), for inactives: top-dose activity change, negative = inhibition, actives largely listed as inhibitors; 350,000 tested, 0.35% active; AID 2517;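 also: potency is read from the fitted curve at half-maximal effect; plate controls were vehicle for no effect and reference inhibitor for full effect; nearly all actives have a fitted effect of over 55% in size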
Target sequence (P27695 whole entry, looked up): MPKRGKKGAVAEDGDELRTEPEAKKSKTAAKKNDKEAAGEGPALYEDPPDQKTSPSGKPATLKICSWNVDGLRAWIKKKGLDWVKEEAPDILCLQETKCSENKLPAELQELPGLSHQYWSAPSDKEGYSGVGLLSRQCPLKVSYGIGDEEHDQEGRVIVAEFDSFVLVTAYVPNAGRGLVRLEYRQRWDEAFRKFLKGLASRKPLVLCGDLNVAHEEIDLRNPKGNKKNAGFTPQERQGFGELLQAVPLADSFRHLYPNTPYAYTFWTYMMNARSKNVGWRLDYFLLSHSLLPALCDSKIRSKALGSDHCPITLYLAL
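Enzyme (0.75 nM final) and test compound are incubated 15 min at room temperature before adding 50 nM quenched THF abasic-site duplex. Cleavage dequenches TAMRA, followed at 525/598 nm over three reads one minute apart.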
POLI inh: DNA polymerase iota (human) inhibition; Q9UNA4; Pol iota fluorescent replication assay, 10 min; Potency, µM (doses to about 115 µM), inactives show at the highest dose activity, negative = inhibition, most hits filed as inhibitors; 390,000 tested, 1% active; AID 588590; also: potency is read from the fitted curve at half-maximal effect
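Pol iota at 10 nM preincubated 15 min with compounds at room temperature; reaction started with fluorescent substrate, 50 nM final. Fluorescence read kinetically at 0 and 10 min; buffer-only wells as negative control.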
BLM helicase inh: inhibitors of human Bloom syndrome helicase BLM; P54132; recombinant BLM DNA unwinding, fluorescence dequenching; Potency, µM (top dose mostly 56.1 µM), for the others: at the highest dose activity change, negative = inhibition, hits mostly inhibitors; 350,000 tested, 0.2% active; AID 2528;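 also: potency is read from the fitted curve at half-maximal effect; plate controls were vehicle for no effect and no enzyme for full effect; nearly all actives have a fitted effect of over 35% in size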
Apoferritin bind: binds horse apoferritin like a general anesthetic; 350,000 tested, 0.074% active; AID 485281; Potency, µM (series often up to 77.5 µM), for the others: top-dose activity change, negative = displacement, actives largely listed as inhibitors; P02791; apoferritin/1-aminoanthracene competitive binding, fluorescence; also: potency is read from the fitted curve at half-maximal effect; % is scaled to controls: 0 for no effect and ±100 for the full control effect; nearly all actives have a fitted effect of over 20% in size
Target sequence (P02791 2-175 limits assumed): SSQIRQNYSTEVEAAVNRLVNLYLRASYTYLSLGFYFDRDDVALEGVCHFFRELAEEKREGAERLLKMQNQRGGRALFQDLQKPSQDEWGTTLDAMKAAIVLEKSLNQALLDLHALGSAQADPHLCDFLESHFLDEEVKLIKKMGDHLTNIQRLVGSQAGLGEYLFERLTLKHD
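In PBS, apoferritin at 10 uM is loaded with 1-AMA from a 50% saturated solution. After 10 min of compound exposure at ambient temperature, reduced 535 nm fluorescence indicates probe displacement.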
Tb PGK inh: T. brucei PGK inhibition; PGK/GAPDH coupled, Kinase-Glo luminescence, 60 min; Potency, µM (top dose mostly 57.5 µM), inactives show top-dose activity change, negative = inhibition, actives largely listed as inhibitors; 380,000 tested, 0.043% active; AID 602233; also: potency is read from the fitted curve at half-maximal effect; % is scaled to controls: 0 for no effect and ±100 for the full control effect; nearly all actives have a fitted effect of over 60% in size
Target sequence (P07378 whole entry, looked up): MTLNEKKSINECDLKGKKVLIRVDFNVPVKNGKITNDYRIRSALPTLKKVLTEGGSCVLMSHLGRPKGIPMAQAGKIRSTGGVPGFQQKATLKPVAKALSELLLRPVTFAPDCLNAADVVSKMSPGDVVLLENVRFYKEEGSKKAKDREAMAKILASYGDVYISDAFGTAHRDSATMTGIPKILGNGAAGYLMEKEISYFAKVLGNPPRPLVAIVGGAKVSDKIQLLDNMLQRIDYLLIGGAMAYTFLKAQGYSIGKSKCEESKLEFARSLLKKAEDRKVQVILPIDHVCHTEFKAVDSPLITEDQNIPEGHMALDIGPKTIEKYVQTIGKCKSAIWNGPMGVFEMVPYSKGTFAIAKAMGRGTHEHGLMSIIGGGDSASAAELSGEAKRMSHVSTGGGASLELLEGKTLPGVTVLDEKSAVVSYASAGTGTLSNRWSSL
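Luminescent ATP detection (Kinase-Glo Plus) follows a 60-minute room-temperature incubation, with wells lacking PGK as controls. Buffer: 100 mM TEA (pH 7.6), 5 mM MgCl2, 0.01% Tween-20. Coupling enzyme GAPDH (100 nM final) supplies unstable 1,3-BPG in-well.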
POLH inh: inhibitors of human DNA polymerase eta; Q9Y253; recombinant Pol eta, fluorescent DNA replication assay; Potency, µM (titrated, usually from 114 µM), for inactives: top-dose activity change, negative = inhibition, hits mostly inhibitors; 390,000 tested, 1.2% active; AID 588591; also: potency is read from the fitted curve at half-maximal effect; % is scaled to controls: 0 for no effect and ±100 for the full control effect
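Fluorescent replication assay: 50 nM final substrate added after a 15 min room-temperature compound preincubation with 10 nM enzyme. Signal taken at 0 min and again at 10 min.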
* marks the source's active call; other numbers are inactive results; i = inactive; ? = inconclusive; · = not tested or not shown; & = joins results of further samples; [ ] = remark or other dose. Unless noted, calls follow the shape of the dose curve; as a rule, active = well fitted curve in the direction sought with a large enough effect; inconclusive = small, poorly fitted or top-dose-only effect, or another doubt; inactive = no such curve, though single readings can be large; an effect the other way counts as inactive or inconclusive. Only part of the results is shown; rates above refer to the full screens.

Pol beta inh | RXFP1 antagonist | Pol kappa inh | APEX1 inh | POLI inh | BLM helicase inh | Apoferritin bind | Tb PGK inh | POLH inh | SMILES
1.5% | 8.9 | -15.5% | -10.0% | -3.8% | 2.2% | -9.9% | 0.2% | -3.9% | Cc1nn(C(C)C(=O)NCCc2ccccc2)c(=O)c2cc3occc3n12 (stereo not given)
0.7% | · | · | -3.2% | · | 0.0% | 0.0% | · | · | Cn1c(=O)c(C(=S)NC(=O)C2CC2)c(N)n(Cc2ccccc2)c1=O
10.8% | -7.3 | -19.4% | 0.3% | -4.4% | 4.1% | -6.8% | 1.7% | -6.2% | Cc1c(C(=O)O)sc2nc(SCC(=O)Nc3ccc(S(=O)(=O)NC(C)(C)C)cc3)[nH]c(=O)c12
11.6% | -6.4 | -15.5%[60.1 µM] | · | 3.9% | -4.6% | 55.5%[activator] | 2.3% | -9.9% | COc1ccc(-c2nc3scc(CCNS(=O)(=O)c4ccc(Oc5ccccc5)cc4)n3n2)cc1OC
-8.8% | ? | -0.3% | · | 0.1% | -16.8% | -2.9% | -9.6% | -27.2% | CCCCOc1cccc(C2c3c(-c4cc(C)ccc4O)n[nH]c3C(=O)N2CCOC)c1 (stereo not given)
-2.8% | · | -1.5% | · | 42.3%[activator] | -10.3% | 1.6% | -7.7% | -16.5% | CCCn1c(=O)sc2cc(NC(=O)c3ccccc3Cl)ccc21
1.6% | -9.1 | -8.8% | 9.3% | 84.7%[activator] | -4.3% | -7.0% | -6.8% | -19.5% | O=C(Nc1ccc(OC(F)(F)F)cc1)c1cnccn1
14.0% | -5.3 | -24.6% | -1.3% | -5.0% | 2.5% | -21.2% | -1.3% | -12.1% | O=S(=O)(Nc1cccnc1)c1ccc(Cl)c(C(F)(F)F)c1
-16.2% | -2.4 | 3.8% | 2.4% | 12.0% | -2.0% | -9.5% | i | -11.2% | Cc1ccc(N=C2NC(=O)/C(=C\c3ccc(C)s3)S2)cc1
14.1% | 5.0 | 0.9% | -5.2% | ? | 1.9% | 6.7% | 4.2% | 7.9% | Cc1ccc(CNC(=O)CCCNS(=O)(=O)c2cccc3nonc23)cc1
3.0% | -2.5 | 7.2% | 26.6% | 1.3% | 1.4% | -3.6% | -4.9% | -11.1% | O=[N+]([O-])c1cc(S(=O)(=O)N2CCCC2)ccc1O
7.3% | -11.4 | 2.4% | 6.0% | 5.8% | -5.1% | ? | i | 4.3% | COc1ccc2c(Cl)c(-c3nnc4n3CCCCC4)sc2c1
6.3% | -4.1 | 3.1% | 4.3% | 8.1% | -15.6% | 105.1%[activator] | 7.7% | -14.5% | C=CCOc1ccc(/C=N/NC(=O)c2cc3c(OC)cc(OC)cc3[nH]2)cc1
14.9% | 29.6 | -9.1% | -1.6% | 5.0% | -3.2% | -10.2% | i | -5.5% | Cc1ccc(S(=O)(=O)N2CCOCC2)cc1NC(=O)COc1ncnc2ccccc12
6.8% | -10.9 | -14.6% | -12.6% | 37.3%[activator] | -3.6% | 2.0% | 0.1% | ? | O=C1C(=Cc2cccn2-c2ccccc2)C(=O)c2ccccc21
0.5%&42.0% | -3.0 | 0.2% | 32.2% | -5.0%&-3.8% | 1.7%&2.3% | 33.7%&-0.9%[activator] | 2.2%&4.5% | -11.7%&-9.2% | Cc1ccc(S(=O)(=O)n2nc(C)c(S(=O)(=O)N3CCCCC3)c2C)cc1
46.6% | -5.0 | -11.4% | 15.9% | -12.0% | 2.7% | -4.3% | -8.0% | -12.6% | CCCCc1c(C)nc2ccc(C(=O)OCC)cc2c1Cl
-12.6% | -6.1 | -4.1% | -3.7% | ? | -0.5% | -9.2% | -7.2% | -0.5% | Cc1cc(C(=O)OCC(=O)Nc2cc(C)on2)c2ccccc2n1
-0.4% | -11.0 | -5.6% | -3.2% | 8.4% | -10.2% | -11.0% | -2.0% | -20.0% | CC1CC(C)CN(c2ncnc3c2cnn3Cc2ccc(Cl)cc2)C1 (stereo not given)
-26.5% | 2.3 | -25.1% | -3.7% | -4.4% | -3.0% | -12.8% | i | -0.5% | OCCCNc1c2c(nc3cc(-c4ccc(Cl)cc4)nn13)CCC2

Laid out differently: entries from further up.
SMILES,Pol beta inh,RXFP1 antagonist,Pol kappa inh,APEX1 inh,POLI inh,BLM helicase inh,Apoferritin bind,Tb PGK inh,POLH inh
Cc1nn(C(C)C(=O)NCCc2ccccc2)c(=O)c2cc3occc3n12 (stereo not given),1.5%,8.9,-15.5%,-10.0%,-3.8%,2.2%,-9.9%,0.2%,-3.9%
Cn1c(=O)c(C(=S)NC(=O)C2CC2)c(N)n(Cc2ccccc2)c1=O,0.7%,·,·,-3.2%,·,0.0%,0.0%,·,·

(further entries)
Pol beta inh | RXFP1 antagonist | Pol kappa inh | APEX1 inh | POLI inh | BLM helicase inh | Apoferritin bind | Tb PGK inh | POLH inh | SMILES
-21.5% | · | -10.1% | 1.4% | 4.6% | 1.5% | -3.2% | i | 2.2% | Cc1noc(NS(=O)(=O)c2ccc(NC(=O)CSc3ncccn3)cc2)c1C
· | 2.6 | 2.7% | 1.6% | 24.2% | · | · | 6.7% | -13.9% | Cc1cccc(NS(=O)(=O)c2ccc(C)c(C(=O)N(C)C)c2)c1
7.4% | -9.5 | -0.8% | · | ? | -2.7% | 4.9% | i | -17.8% | COc1ccc(C(=O)c2cn(Cc3ccc(F)cc3)c3c(F)cc(F)cc3c2=O)cc1
1.9% | 32.3 | -7.6% | 1.1% | 7.9% | -1.6% | ? | i | -18.5% | CCCCc1ccc(NC(=S)NN2CCOCC2)cc1
23.0% | -1.9 | -4.4% | 1.8% | -3.7% | 0.0% | -10.0% | -5.5% | -7.5% | O=C(NCCN1CCN(C(=O)c2cc3ccccc3oc2=O)CC1)c1cc2ccccc2oc1=O
· | -0.6 | -8.1% | · | -11.4% | · | · | 4.1% | -18.2% | CC(=O)N(c1ccccc1)c1nc2ccccc2s1
3.2% | 0.9 | 11.1% | · | 30.6% | -2.8% | -15.7% | -0.8% | -15.9% | Cc1cccc(-c2nnc(SCC(=O)Nc3ccc(C)c(C)c3)o2)c1
0.9%&-1.4% | -2.0 | 14.0%&-6.1% | 25.5% | -23.0%&15.1% | -11.1%&5.1% | -14.9%&-1.1% | -8.0%&0.9% | -2.2%&-22.8% | CCC1CCCCN1CCCNC(=O)c1cn(CC)c2ccc(S(=O)(=O)N(C)C3CCCCC3)cc2c1=O (stereo not given)
2.1% | ? | -10.0% | -1.8% | -2.2% | -1.2% | -8.7% | -0.8% | -18.0% | CCOC(=O)N1CCc2c(sc3c2c(=O)n(Cc2ccccc2)c(=O)n3CC(=O)NCC2CCCO2)C1 (stereo not given)
4.8% | 4.4 | 11.5% | 11.5% | 17.7% | -2.9% | -4.8% | -0.5% | -13.8% | O=C(O)C1Cc2[nH]cnc2C(c2ccc(F)cc2)N1 (stereo not given)
7.8% | -25.6 | -8.0% | 2.7% | 46.5%[activator] | -14.3% | -17.4% | 3.6% | 3.7% | O=C(/C=C/c1ccco1)NCc1ccc(F)cc1
71.9% | 13.7 | 3.3% | 4.9% | 7.8% | 0.5% | -11.0% | -14.4% | -11.4% | CC(=O)NNc1nc2ccccc2s1
· | 2.1 | -4.0% | · | 30.7%[activator] | · | · | -5.4% | -22.7% | COc1ccc(N=Cc2c(OC)ccc3ccccc23)cc1
46.8% | -4.4 | 6.4% | -16.1% | 38.0%[activator] | -0.4% | -8.3% | -3.1% | -21.6% | NS(=O)(=O)c1cccc(NC(=O)c2cc(=O)c3ccccc3o2)c1
-7.3% | -16.4 | -7.4%[60.1 µM] | · | 14.8% | -4.3% | -5.7% | i | -16.5% | O=C(c1ccc2c(c1)N(Cc1cccc(Cl)c1)C(=O)c1ccccc1S2=O)N1CCC(Cc2ccccc2)CC1 (stereo not given)
0.3% | -2.6 | -1.1% | 2.9% | 42.2%[activator] | -1.1% | -10.3% | -8.1% | -2.6% | Cc1csc(NC(=O)CCC(=O)c2cccs2)n1
-17.3% | -70.5* | 5.0% | -2.3% | 18.5% | -2.0% | -15.8% | 1.0% | -20.2% | COc1ccc2[nH]c(CN3CCC(CO)(CCOc4ccccc4)CC3)c(C)c2c1
-11.0% | -4.6 | -12.2% | -1.7% | -8.2% | -14.6% | -16.3% | i | -11.6% | CCc1cc(C)cc(OCCNC(=O)c2cncc(Br)c2)c1
-23.7% | 6.3 | -18.8% | -1.1% | 18.3% | -2.5% | -9.6% | -2.1% | -19.0% | COc1ccc(C2(CNS(=O)(=O)c3ccccc3)CCOCC2)cc1
? | 8.3 | ? | 2.8% | ? | ? | 14.4% | -8.4% | 12.8% | CCOc1ccc(C(=O)Cc2ccc3oc(C(=O)O)cc3c2)c(O)c1

Entries listed above marked active in RXFP1 antagonist:
Pol beta inh | RXFP1 antagonist | Pol kappa inh | APEX1 inh | POLI inh | BLM helicase inh | Apoferritin bind | Tb PGK inh | POLH inh | SMILES
-17.3% | -70.5* | 5.0% | -2.3% | 18.5% | -2.0% | -15.8% | 1.0% | -20.2% | COc1ccc2[nH]c(CN3CCC(CO)(CCOc4ccccc4)CC3)c(C)c2c1

Remaining list, next part:
Pol beta inh | RXFP1 antagonist | Pol kappa inh | APEX1 inh | POLI inh | BLM helicase inh | Apoferritin bind | Tb PGK inh | POLH inh | SMILES
9.0% | 2.8 | -3.8% | 7.4% | 27.5% | -6.3% | -9.0% | -8.4% | -16.2% | CCCCc1c(O)nc(SCC(=O)Nc2cccc3ccccc23)n(-c2ccccc2OC)c1=O
· | · | 2.9%&5.1% | 9.3% | 31.8%&4.9% | · | · | -3.8% | -25.8% | CC(=O)Nc1ccc(SC[C@H](Cc2ccccc2)N2CC[C@@H](C)CCC2=O)cc1
10.4% | -0.8 | -5.3% | -2.6% | -14.5% | -10.8% | -9.6% | · | 2.4% | COc1cc(C(=O)NCc2cn3ccccc3n2)cc(OC)c1OC
7.0% | -8.6 | -2.8% | 7.9% | -10.7% | -3.0% | -6.7% | -0.6% | -17.9% | COc1ccc(/C=N/NC(=O)C(=O)NCc2cccnc2)cc1
